Screens: PubChem, Broad Institute
CAL PDZ FP-1: CAL PDZ (human) peptide binding inhibition; actives 0.92% (n = 300,000); AID 602252; purified CAL PDZ, TMR-peptide fluorescence polarization, 1 h; inhibition, % at 24.9 µM;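 active = mean inhibition of at least 30% with at least half of replicates also reaching 30%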;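 also: 0% = DMSO neutral control and 100% = excess unlabeled competitor peptide PRC23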
NSD2 HMT inh: blocks human histone methyltransferase NSD2. actives 0.54% (n = 310,000). NSD2 peptide methylation, AlphaScreen, 120 min. inhibition, % at 12.5 µM. O96028; in the data active = inhibition above about 50%
Rtt109 HAT inh: blocks Candida albicans Rtt109/Vps75 acetyltransferase activity | actives 0.16% (n = 330,000) | inhibition, % at 34.9 µM | purified Rtt109/Vps75, ThioGlo CoA-SH fluorescence, 4 h;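 active = inhibition of at least 50% in every replicate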
Target sequence (Q5AAJ8 whole entry, looked up): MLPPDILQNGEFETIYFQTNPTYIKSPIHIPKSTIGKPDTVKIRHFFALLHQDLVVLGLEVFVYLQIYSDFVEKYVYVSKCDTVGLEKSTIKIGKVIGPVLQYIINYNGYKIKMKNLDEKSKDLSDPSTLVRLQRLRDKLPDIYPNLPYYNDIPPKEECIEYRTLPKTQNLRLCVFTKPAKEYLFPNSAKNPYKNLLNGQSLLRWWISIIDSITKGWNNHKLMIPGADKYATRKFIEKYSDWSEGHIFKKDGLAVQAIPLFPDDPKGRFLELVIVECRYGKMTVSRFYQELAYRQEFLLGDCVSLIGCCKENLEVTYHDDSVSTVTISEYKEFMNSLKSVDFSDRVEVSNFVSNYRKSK
SR-BI DiI inh: mouse SR-BI HDL lipid transfer inhibition; Q61009; AID 488896; inhibition, % at 12.5 µM; actives 0.96% (n = 320,000); ldlA[mSR-BI] CHO cells, DiI-HDL uptake fluorescence, 3 h;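 active = mean replicate inhibition of at least 70% and a set share of replicates each scoring 70 or more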;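 also: 0% = median of neutral control wells and 100% = median of positive control wells; values of inactives mirror those of a sister screen read the other way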
Target sequence (Q61009 whole entry, looked up): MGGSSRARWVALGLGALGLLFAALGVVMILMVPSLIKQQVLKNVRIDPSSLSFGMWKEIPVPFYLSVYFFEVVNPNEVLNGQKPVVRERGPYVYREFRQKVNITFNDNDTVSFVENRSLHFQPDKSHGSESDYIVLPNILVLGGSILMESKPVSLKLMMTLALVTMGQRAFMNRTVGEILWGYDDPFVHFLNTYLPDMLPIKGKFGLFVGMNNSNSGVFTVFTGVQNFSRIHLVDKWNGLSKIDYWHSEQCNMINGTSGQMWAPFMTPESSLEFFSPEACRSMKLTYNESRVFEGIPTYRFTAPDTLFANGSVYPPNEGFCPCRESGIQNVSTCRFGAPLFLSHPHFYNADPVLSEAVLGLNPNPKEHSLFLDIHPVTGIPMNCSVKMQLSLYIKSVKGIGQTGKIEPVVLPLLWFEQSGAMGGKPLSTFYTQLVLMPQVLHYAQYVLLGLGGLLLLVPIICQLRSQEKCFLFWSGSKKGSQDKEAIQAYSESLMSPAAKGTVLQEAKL
SR-BI uptake up: enhances SR-BI lipid uptake from DiI-HDL; CHO ldlA[mSR-BI] cells, DiI-HDL uptake fluorescence, 3 h; 100 = double the neutral-control signal; activation, % at 12.5 µM; actives 0.096% (n = 320,000); AID 504775;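 active = mean replicate activation of at least 60% and every replicate at or above 60%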;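 also: 0% = median plate neutral-control signal and 100% = twice that signal; values of inactives mirror those of a sister screen read the other way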
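system = CHO ldlA[mSR-BI] cells, LDL receptor-null, SR-BI overexpressing | medium = Ham's F12 with 0.5% BSA, HEPES 25 mM, pH 7.4 | probe or stimulus = DiI-HDL 10 µg/mL | compound dosing = single-point compound dose | incubation = compound exposure 3 h, 37 °C | technique = DiI fluorescence, bottom read | read-out = cell-associated DiI fluorescence as measure of HDL uptake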
PvdQ acylase: blocks Pseudomonas aeruginosa PvdQ acylase activity; actives 0.063% (n = 340,000); purified PvdQ acylase, fluorescence plate reader; inhibition, % at 10 µM; in the data active = inhibition above about 30%, passing the limit was not always enough;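 also: 0% = vehicle neutral wells and 100% = reference inhibitor wells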
dFosB activator: activators of mouse delta FosB homodimer | P13346 | purified delta FosB, TAMRA-CDK5 oligo fluorescence polarization; percent of positive-control signal above neutral wells | activation, % at 25 µM | actives 0.99% (n = 340,000) | AID 493131;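 active = mean activation above about 17%, with every replicate also reaching it, limit read from the data, passing the limit was not always enough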;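 also: fluorescence polarization rise as delta FosB binds a TAMRA Cdk5 AP-1 oligo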
CAL PDZ FP-2: human CAL PDZ-peptide interaction inhibition | purified CAL PDZ, TMR-peptide fluorescence polarization, 1 h | inhibition, % at 20 µM | actives 0.02% (n = 330,000) | AID 504414;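 active = highest replicate inhibition of at least 40%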;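 also: plate controls were DMSO neutral control wells for no effect and unlabeled competitor peptide control wells for full effect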
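Material: tagged CAL PDZ protein CerCALP, purified; buffer or medium: sodium phosphate/NaCl buffer pH 7.4 with TCEP, IgG, Thesit; also added: fluorescent TMR peptide probe; schedule: 1 h incubation at room temperature before polarization reading; technique: fluorescence polarization from S- and P-plane intensities, G-factor corrected; control set: unlabelled peptide and DMSO controls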
PfHsp90 yeast 2: growth inhibition of yeast expressing Plasmodium Hsp90 | S. cerevisiae expressing PfHsp90, BacTiter-Glo ATP, 48 h; yeast lacking PDR1 and PDR3 efflux regulators | inhibition, % at 9.4 µM | actives 0.32% (n = 310,000) | AID 504621;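 active = every replicate shows inhibition above about 80%, whatever the replicate mean, limit read from the data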;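 also: 0% = DMSO neutral controls and 100% = 20 µM radicicol positive controls; yeast relying on Plasmodium falciparum Hsp90 in place of its own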
MITF act: MITF TRPM1 promoter activation in melanoma cells. SK-MEL-5 TRPM1-promoter luciferase, 24 h; % of positive control, neutral wells = 0. activation, % at 12.5 µM. actives 0.75% (n = 300,000);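 active = mean activation of at least 80% with every replicate also reaching 80%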;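 also: 0% = neutral control wells and 100% = parthenolide positive control wells; values of inactives mirror those of a sister screen read the other way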
An asterisk follows results filed as active; nt = not tested or not shown.

SMILES	CAL PDZ FP-1	NSD2 HMT inh	Rtt109 HAT inh	SR-BI DiI inh	SR-BI uptake up	PvdQ acylase	dFosB activator	CAL PDZ FP-2	PfHsp90 yeast 2	MITF act
CN(Cc1cccc(Cl)c1Cl)C(=O)c1cccc(S(=O)(=O)N2CCN(Cc3ccccc3)CC2)c1	-4	2	2	6	-6	-7	-18	-2.8	-7	0
O=C(NC1CCCCC1)C(c1cccs1)N(C(=O)c1ccccn1)c1ccccc1 (configuration not stated)	-3	-1	6	-6	6	-17	-10	-2.2	7	26
COc1cc(C2Nc3c(F)cccc3C3C=CCC32)cc(Br)c1OC (configuration not stated)	2	nt	-1	nt	nt	5	0	-2.6	-26	-9
COc1cccc(N2CCN(S(=O)(=O)c3c(C)[nH]c(C)c3C(=O)N3CCCCC3)CC2)c1	-5	6	8	-11	11	10	-4	-1.4	7	-7
CCCCNC(=O)N1c2ccccc2CC1C (configuration not stated)	1	16	3	-3	3	3	1	-2.0	-11	-1
CCOCCCNCC(=O)Nc1ccc(OC(F)(F)F)cc1	0	1	-3	4	-4	4	4	-1.8	9	nt
COc1ccc(C(CNC(=O)CSc2ccccc2F)N2CCOCC2)cc1 (configuration not stated)	-6	-2	17	0	0	8	-5	-1.8	-7	-1
O=C(Cn1c(NCCCO)nc2ccccc21)c1ccc([N+](=O)[O-])cc1	1	2	-2	1	-1	-21	2	0.0	9	nt
Cc1ccccc1C(=O)Nc1cccc(NC(=O)Cn2cnc3c(=O)n(C)c(=O)n(C)c32)c1	nt	-3	-4	32	-32	-1	4	-0.4	10	-2
COc1ccc(OCC(=O)N/N=C2/C=C(C)CC2)cc1	1	-4	nt	-26	26	-5	-2	-1.0	-10	12
Cc1ccsc1C(=O)NCCc1c[nH]c2ccccc12	-3	6	-4	31	-31	-14	4	0.6	-28	50
COc1ccc(-c2cc3ccccc3n2CC(O)CNC(CO)(CO)CO)cc1 (configuration not stated)	3	-1	-5	2	-2	-19	-5	-0.1	-2	nt
O=C(CCCCCn1nnc2ccccc2c1=O)Nc1ccccc1Cl	-2	-2	7	1	-1	-12	6	-1.9	-14	5
CCCC1(C(=O)OCC)NC(c2ccc(O)cc2)C2C(=O)N(c3cccc(C(C)=O)c3)C(=O)C21 (configuration not stated)	3	0	4	-10	10	-7	-9	1.3	5	-5
CCCCCC(=O)NNC1=NCC(Cc2cccc(Cl)c2)S1 (configuration not stated)	-11	1	-2	-2	2	-15	2	-1.3	9	7
Cc1csc(SCc2nnc(-c3ccccc3Br)o2)n1	0	nt	7	-2	2	17	-9	-2.5	3	67
Oc1ccc(CN2CCc3ccccc3C2)c2cccnc12	-1	10	14	-30	30	4	12	-1.2	9	-68
O=C(Nc1ccccc1)OCc1ccccn1	1	nt	3	-4	4	7	5	-1.5	3	37
COC(=O)c1ccc(N2CCN(C)CC2)c(NC(=O)COc2ccccc2)c1	1	-2	12	nt	nt	11	-1	-3.4	12	nt
Cc1oc(-c2ccccc2Cl)nc1CS(=O)(=O)CC(=O)NCCN1CCOCC1	nt	nt	10	-18	18	-4	-1	0.1	-12	nt
C/C(=N/NC(=O)CNC(=O)COc1cccc(C)c1)c1ccco1	-3	3	2	-15	15	11	-3	0.1	-5	nt
O=C(OCCCOC(=O)c1ccc(O)cc1)c1ccc(O)cc1	-6	-3	3	-15	15	-18	-16	-3.9	-42	-6
CCOc1ccc(-c2nc[nH]c2[N+](=O)[O-])cc1	-8	-4	10	-9	9	-3	4	-2.1	8	3
CCC(=O)Nc1ccc(C(=O)n2ccc(C)n2)cc1	-6	2	-14	-8	8	-2	0	-2.2	-13	-1
COc1ccc(C2CC(c3ccccc3)=NN2C(=O)c2ccc(Cl)c([N+](=O)[O-])c2)cc1 (configuration not stated)	-2	2	-14	-23	23	7	-3	-1.7	10	-9
SMILES	CAL PDZ FP-1	NSD2 HMT inh	Rtt109 HAT inh	SR-BI DiI inh	SR-BI uptake up	PvdQ acylase	dFosB activator	CAL PDZ FP-2	PfHsp90 yeast 2	MITF act
NS(=O)(=O)c1ccc(CCNC(=O)COC(=O)C2CCCN2C(=O)c2cccs2)cc1 (configuration not stated)	-6	0	-1	-7	7	-11	1	-0.5	65	5
COCCNC(=O)C1CC(c2cccc(F)c2)=NO1 (configuration not stated)	1	nt	-7	-17	17	2	3	0.8	10	-2
O=C(NCc1cc(C(F)(F)F)ccc1Cl)c1cccc2c1C(=O)c1ccc(N3CCOCC3)cc1S2(=O)=O	-1	nt	-3	-14	14	6	8	1.0	-4	-26
Cn1c(=O)c2c(ncn2CC(=O)OCC(=O)c2ccc(F)c(F)c2)n(C)c1=O	-3	-1	-3	-12	12	-11	0	-0.1	-4	2
Cc1ccc(C(=O)OCC(=O)N(C)C2CCS(=O)(=O)C2)cc1S(=O)(=O)N1CCOCC1 (configuration not stated)	-1	-1	-16	-16	16	6	-5	-4.2	-11	-1
O=C1c2cccc(OCC(=O)N3CCCc4ccccc43)c2CCN1Cc1ccccc1	0	-1	0	-30	30	3	-5	-1.5	-2	15
O=C(Nc1oc2ccccc2c(=O)c1-c1ccc(Cl)cc1)c1ccco1	-4	1	19	-8	8	12	-6	-2.9	-1	-3
Cc1cc(C)c(C(=O)N2CCCC(Nc3ccc(C)c(C)c3)C2)o1 (configuration not stated)	-6	24	-6	1	-1	-11	-9	-2.2	12	-4
COc1ccc(C(=O)C2CCCN(C(=O)c3ccc(F)cc3)C2)cc1OC (configuration not stated)	-2	-1	-4	20	-20	-14	-9	-1.8	-20	0
O=c1[nH]c2cc(Cl)c(Br)cc2o1	-5	-5	-6	-17	17	-8	-2	-1.0	-12	3
CC(=O)c1ccc(OC(=O)COc2ccccc2Cl)cc1	-2	-1	-2	-24	24	-2	3	-1.0	-14	nt
CCOc1ccc(NC(=O)C2CCCN2S(=O)(=O)c2ccc(OCC)cc2)cc1 (configuration not stated)	-4	-1	-4	nt	nt	-11	-5	-1.3	2	2
COc1ccc(C(=O)NC(=S)Nc2ccc(CN3CCCCC3)cc2)cc1Cl	-4	5	5	2	-2	-16	-16	-2.3	3	13
CN(Cc1nc2ccccc2n1C)S(=O)(=O)c1ccc(F)cc1	-2	-2	-1	-16	16	-21	-3	0.5	8	16
COc1cccc(/C=N\NC(=O)c2ccc(Cn3cc(Br)c([N+](=O)[O-])n3)o2)c1O	7	2	nt	101*	-101	-1	24*	-1.7	-6	-47
CN(c1ccc(F)cc1)S(=O)(=O)c1ccc(Cl)c(C(=O)Nc2ccncc2)c1	-6	1	-1	33	-33	-7	-5	-2.6	nt	-8
CCCOc1ccc(-c2cc(C(=O)NCC3CCCO3)c3ccccc3n2)cc1 (configuration not stated)	-9	-3	-3	42	-39	-5	-8	-0.6	-5	22
Cc1cc(C)n(-c2ccc(C(=O)Nc3nnc(C)s3)cc2)n1	-1	3	3	-19	19	-2	1	0.0	32	0
CCCn1nc(NS(=O)(=O)c2ccccc2[N+](=O)[O-])c2cc3ccccc3nc21	nt	3	-8	-55	55	-7	-1	0.1	-5	-18
CSc1nnc(-c2cccs2)n1-c1ccccc1	2	3	7	-10	10	-16	-2	-1.1	-25	3
COc1ccc(NC(=O)COC(=O)c2cccc(S(=O)(=O)N(C)C)c2)cc1	nt	-4	9	11	-11	2	-3	0.7	9	-15
N#CCCN1CCN(C(=S)c2ccc(-c3cc(Cl)ccc3Cl)o2)CC1	10	1	3	29	-29	-3	-7	-0.9	-67	nt
CC(OC(=O)CNS(=O)(=O)/C=C/c1ccccc1)C(=O)Nc1ccc(S(=O)(=O)N2CCCC2)cc1 (configuration not stated)	-3	0	4	-2	2	-9	-8	-2.4	-3	1
CC(C)CNC(=O)/C=C/C=C/c1ccc2c(c1)OCO2	-1	nt	-5	-13	13	8	1	-0.7	-8	nt
Cc1ccccc1-c1noc(CCC(=O)NCc2ccco2)n1	-4	1	-3	4	-4	-17	-10	0.1	-14	-7

3 entries already listed, arranged by the number in SR-BI uptake up, smallest number first:
smiles	SR-BI uptake up
COc1ccc(NC(=O)COC(=O)c2cccc(S(=O)(=O)N(C)C)c2)cc1	-11
O=c1[nH]c2cc(Cl)c(Br)cc2o1	17
O=C1c2cccc(OCC(=O)N3CCCc4ccccc43)c2CCN1Cc1ccccc1	30

Remaining list, next part:
SMILES	CAL PDZ FP-1	NSD2 HMT inh	Rtt109 HAT inh	SR-BI DiI inh	SR-BI uptake up	PvdQ acylase	dFosB activator	CAL PDZ FP-2	PfHsp90 yeast 2	MITF act
CN(c1ccc(OCC(=O)OCC(=O)NCc2ccco2)cc1)S(=O)(=O)c1ccc2ccccc2c1	11	0	10	-10	10	-4	-14	-1.2	5	-3
O=S1CC/C(=N\O)c2ccccc21 (configuration not stated)	-2	0	6	3	-3	10	-14	-2.1	nt	nt
CCOc1ccc(NC(=O)CC2C(=O)N(c3ccccc3)C(=O)N2Cc2ccco2)cc1 (configuration not stated)	1	13	1	2	-2	-1	5	0.6	-3	4
Cc1ccc(C)c(C(=O)NC(C)CCc2ccccc2)c1 (configuration not stated)	0	0	22	-1	1	2	7	-0.1	-6	3
N=C1C(c2ccccc2)=C(O)CN1CCO	-3	-2	-2	-18	18	14	-5	-0.5	13	-8
COc1ccc(C(=O)N/N=C(/C)c2cccc(NC(=O)c3ccccc3F)c2)cc1	-2	4	-11	5	-5	-11	-6	-2.4	-3	74
C[C@H](NC(=O)c1ccco1)C(=O)N1CCCC1	nt	2	3	nt	nt	14	0	0.2	3	-6
COc1ccccc1Cc1noc(-c2cc(Cl)ccc2OC)n1	nt	26	-5	35	-35	-16	1	-0.9	nt	14
CC(C)C(=O)NNC(=O)c1ccccn1	nt	-18	1	-2	2	-11	-4	0.0	10	4
COc1ccc(-c2nc(SC)n(C(=O)c3ccco3)n2)cc1	-2	-4	-11	-11	11	-3	11	-1.1	-5	29
CCSc1nnc(NC(=O)c2cc3c(s2)CCCC3)s1	nt	3	0	5	-5	-9	-5	0.2	5	105*
Cc1[nH]c2ccccc2c1C(=O)CSc1nc2cc(S(=O)(=O)N3CCCCC3)ccc2o1	-4	3	-13	34	-34	11	5	-1.0	-14	-19
COc1ccccc1CNC(=O)C1CCCC1	3	-2	-2	-4	4	-7	-7	-1.2	5	-5
Cc1oc(-c2ccccc2F)nc1CS(=O)(=O)CC(=O)NCCCN1CC(C)CC(C)C1 (configuration not stated)	-3	-7	25	14	nt	10	1	-0.5	15	-6

Among those listed so far, these have a CF3 group:
SMILES	CAL PDZ FP-1	NSD2 HMT inh	Rtt109 HAT inh	SR-BI DiI inh	SR-BI uptake up	PvdQ acylase	dFosB activator	CAL PDZ FP-2	PfHsp90 yeast 2	MITF act
CCOCCCNCC(=O)Nc1ccc(OC(F)(F)F)cc1	0	1	-3	4	-4	4	4	-1.8	9	nt
O=C(NCc1cc(C(F)(F)F)ccc1Cl)c1cccc2c1C(=O)c1ccc(N3CCOCC3)cc1S2(=O)=O	-1	nt	-3	-14	14	6	8	1.0	-4	-26
